A-T KAP1 phos = candidate therapy for ataxia-telangiectasia; Potency, µM (top dose mostly 57.5 µM), inactives show at the top dose activation, actives largely listed as activators; […] A-T fibroblasts, KAP-1 phosphorylation AlphaLISA; neocarzinostatin DNA damage 30 min before lysis; 320,000 tested, 0.19% active; also: potency is read from the fitted curve at half-maximal effect; % of control where 0% means no effect; nearly all actives have a fitted effect of over 45% in size
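ATM-like activity read as KAP-1 phosphorylation via AlphaLISA donor/acceptor antibody pairs after lysis and 6 hr at 25C. Cells were ATM-null patient fibroblasts ([…], hTERT), dosed 60 min, then exposed to the DSB inducer NCS for 30 min.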
Mito fusion act = mitochondrial division inhibition or fusion activation; Potency, µM (highest dose often 46.1 µM), for the others: at the top dose growth rescue (activation), hits mostly activators; S. cerevisiae fusion-defective mutant growth rescue, CellTiterGlo 48 h; 320,000 tested, 0.23% active; AID 485298;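 also: potency is read from the fitted curve at half-maximal effect; % of control where 0% means no effect; nearly all actives have a fitted effect of over 45% in size; temperature-sensitive fusion mutants such as fzo1-1 at 37 °C on non-fermentable ethanol glycerol medium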
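Growth-rescue viability read-out: after 48 h at the non-permissive 37C in glycerol/ethanol YPEG, yeast mitochondrial fusion mutants are measured by CellTiterGlo luminescence; compounds (23 nl pinned per well) restoring growth score as division inhibitors or fusion activators.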
ASM inhibitor = human S-ASM enzyme inhibition; AID 504937; placental ASM, HMU-PC fluorogenic substrate, 60 min; 340,000 tested, 0.006% active; Potency, µM (doses to about 57.5 µM), for the others: top-dose activity change, negative = inhibition, most hits filed as inhibitors; also: potency is read from the fitted curve at half-maximal effect
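qHTS format. ASM enzyme prepared from human placenta hydrolyses the fluorogenic substrate HMU-PC0 (9 uM final) over 60 min at 37 °C after a 10 min compound preincubation.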
TSHR antag = blocks TSH signaling through the human TSH receptor | TSHR-expressing cells, TSH-stimulated cAMP HTRF, 2 h; stronger effect = lower value | activity change, negative = inhibition, % at 11.5 µM | 330,000 tested, 0.2% active | AID 504810;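 active = activity change below a set negative limit, meaning inhibition stronger than a set level, cut at about -70% in these data; inconclusive = activity change between two set negative limits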; also: % is scaled to controls: 0 for no effect and ±100 for the full control effect
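Cell-based HTRF cAMP assay; TSHR cells + compound, TSH EC80 (4nM final), 2 h, 37 deg C. Lysis with anti-cAMP cryptate and cAMP-d2, 30 min RT, read 665/620 nm.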
PTAP TSG101 blk = blocks PTAP/TSG101 interaction to inhibit HIV-1 budding. Q99816. Fluorescence polarization, FITC-PTAP peptide / Tsg101 binding. Potency, µM (doses to about 115 µM), inactives show at the highest dose activity change, negative = inhibition, hits mostly inhibitors. 340,000 tested, under 10 active. AID 493005; active = well fitted inhibition curve with a large enough effect in the main read-out, with a control signal flat, not every such curve was filed as active; inconclusive = small, poorly fitted or top-dose-only effect, or effect the other way, or a change in a side signal; inactive = no such curve, though single readings can be large or run the other way; also: potency is read from the fitted curve at half-maximal effect; % of control where 0% means no effect
Target sequence (Q99816 whole entry, looked up): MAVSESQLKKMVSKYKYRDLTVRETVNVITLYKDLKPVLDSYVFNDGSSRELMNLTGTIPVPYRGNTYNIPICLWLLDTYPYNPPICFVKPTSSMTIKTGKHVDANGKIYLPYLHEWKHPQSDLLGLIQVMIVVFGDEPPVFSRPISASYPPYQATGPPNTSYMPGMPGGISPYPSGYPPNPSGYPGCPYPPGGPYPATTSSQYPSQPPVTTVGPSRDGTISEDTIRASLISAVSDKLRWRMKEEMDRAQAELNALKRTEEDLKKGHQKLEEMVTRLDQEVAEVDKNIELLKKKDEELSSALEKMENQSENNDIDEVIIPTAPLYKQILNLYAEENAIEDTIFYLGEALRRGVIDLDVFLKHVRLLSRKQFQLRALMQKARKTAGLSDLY
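FP read-out: FITC-PTAP peptide, 50 nM final, binding Tsg101 binding domain, 10 uM final; 20 min, r.t.; 10 mM HEPES pH 7.5, 0.15 M NaCl, 0.01% Tween 20, 3 mM EDTA, 0.1 mM TCEP.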
Integrin act MD = activators of alpha7 integrin expression for muscular dystrophy | 350,000 tested, 0.064% active | AID 624291 | alpha7betagal myoblasts, beta-gal FDG fluorescence, 48 h | Potency, µM (top dose mostly 38.3 µM), without a hit: top-dose activation, usual class: activators;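 also: potency is read from the fitted curve at half-maximal effect; 100% = response of the positive control SU9516; nearly all actives have a fitted effect of over 60% in size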
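alpha7betagal+/- myoblasts (passage 13, 250/well) treated 48 h at 37C with compounds at 1:260 dilution of DMSO stock. Lysed, then beta-galactosidase activity read as FDG fluorescence (ex 480/em 540) after 30 min, with pre-read for autofluorescence.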
Eya2 phos inh = inhibitors of human Eya2 phosphatase activity. 330,000 tested, 0.006% active. recombinant Eya2, OMFP fluorescence dephosphorylation (OMFP is methylfluorescein phosphate). O00167. Potency, µM (top dose mostly 76.9 µM), without a hit: top-dose activity, negative = inhibition, hits mostly inhibitors; also: potency is read from the fitted curve at half-maximal effect; % is scaled to controls: 0 for no effect and ±100 for the full control effect
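Eya2 protein (added as 0.2 uM solution) was preincubated with compound for 10 min at ambient temperature in 50 mM HEPES pH 7.5, 50 mM NaCl, 5 uM MgCl2, 0.05% BSA, 1 mM DTT. OMFP (added at 50 uM) then reacted 10 min; fluorescence read at 485/525 nm.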
ELG1 repair inh = blocks ELG1-dependent DNA repair in HEK293T cells | HEK293T ELG1-luciferase reporter, luminescence, 16 h; DNA damage induced by 5-fluorouridine | Potency, µM (highest dose often 46.1 µM), for inactives: at the top dose activity change, negative = inhibition, usual class: inhibitors | 330,000 tested, 2.3% active; also: potency is read from the fitted curve at half-maximal effect; % is scaled to controls: 0 for no effect and ±100 for the full control effect; nearly all actives have a fitted effect of over 55% in size
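HEK293T cells expressing luciferase-tagged ELG1 (2,000/well) received 5-Fluorouridine plus compound or DMSO for 16 hr at 37 °C. Luciferase was read by ONE-Glo luminescence after 30 min at room temperature.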
Chronic BCR inh = chronic active BCR signaling inhibition. ABC-DLBCL IkBa-CBG/CBR reporter, luminescence ratio, 4 h. Potency, µM (doses to about 46.1 µM), without a hit: at the top dose ratio change, negative = lower green/red ratio, usual class: inhibitors. 340,000 tested, 0.05% active. AID 493014; active = well fitted inhibition curve with a large enough effect in the signal ratio, with a control signal flat, not every such curve was filed as active; inconclusive = small, poorly fitted or top-dose-only effect, or effect the other way, or a change in a side signal; the % refers to the signal ratio;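 also: potency is read from the fitted curve at half-maximal effect; plate controls were basal doxycycline-induced cells for no effect and cells given 10 µM MG132 for full effect; MG132 reads +100%, hits lower the ratio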
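TMD8 human ABC-DLBCL cells with doxycycline-inducible IκBα–green luciferase fusion and unfused red luciferase, in 0.5% FBS medium; compounds up to 46 uM, 4 h at 37C. Green/red luminescence ratio, filter-overlap corrected, fitted to concentration-response curves.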
Tb PFK inh = inhibitors of T. brucei phosphofructokinase. Potency, µM (highest dose often 57.5 µM), inactives show at the top dose activity, negative = inhibition, hits mostly inhibitors. AID 485367. T. brucei PFK, ADP-Glo luminescence. 330,000 tested, 0.17% active;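 also: potency is read from the fitted curve at half-maximal effect; 0% = uninhibited 1x PFK enzyme wells and -100% = no-enzyme wells; nearly all actives have a fitted effect of over 60% in size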
Target sequence (O15648 whole entry, looked up): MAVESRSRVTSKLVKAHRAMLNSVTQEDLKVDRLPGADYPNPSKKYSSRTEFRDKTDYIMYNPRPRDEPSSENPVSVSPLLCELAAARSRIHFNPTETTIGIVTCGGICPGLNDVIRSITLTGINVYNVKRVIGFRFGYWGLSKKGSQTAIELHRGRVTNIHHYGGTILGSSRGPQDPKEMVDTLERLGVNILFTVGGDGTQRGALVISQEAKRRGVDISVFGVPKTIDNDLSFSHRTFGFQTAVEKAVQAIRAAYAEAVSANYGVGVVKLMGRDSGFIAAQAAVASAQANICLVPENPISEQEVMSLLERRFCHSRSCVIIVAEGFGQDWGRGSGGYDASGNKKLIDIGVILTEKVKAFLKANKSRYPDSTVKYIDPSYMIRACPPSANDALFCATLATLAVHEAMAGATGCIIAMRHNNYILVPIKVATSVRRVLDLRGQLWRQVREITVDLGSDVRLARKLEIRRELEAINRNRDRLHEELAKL
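Activity is normalized to no-enzyme wells (full inhibition) and 1.25 nM enzyme wells (no inhibition). Reaction: 0.5 mM F6P, 0.1 mM ATP, 45 min RT, ADP-Glo luminescence; concentration-response curves fitted and classed by quality.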
TCR act = activates T cell receptor signaling; AID 504894; primary human leukocytes, anti-CD3, IL-2 HTRF, 48 h; 330,000 tested, under 10 active; Potency, µM (highest dose often 9.22 µM), for the others: top-dose activation of IL-2 secretion, usual class: activators; also: % of control where 0% means no effect
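TCR engagement came from a-CD3 beads alone, with compounds added to primary human leukocytes for 48 hr. Secreted IL-2 bridged europium cryptate- and d2-labelled anti-IL-2 antibodies, giving FRET emission at 665nm after 320nm excitation.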
Active calls of the source: *; ? = inconclusive; . = not tested or not shown; [ ] = another dose, or the depositor's remark. Unless noted, calls follow the shape of the dose curve; as a rule, active = well fitted curve in the direction sought with a large enough effect; inconclusive = small, poorly fitted or top-dose-only effect, or another doubt; inactive = no such curve, though single readings can be large; an effect the other way counts as inactive or inconclusive.

SMILES	A-T KAP1 phos	Mito fusion act	ASM inhibitor	TSHR antag	PTAP TSG101 blk	Integrin act MD	Eya2 phos inh	ELG1 repair inh	Chronic BCR inh	Tb PFK inh	TCR act
O=S(=O)(NCC1COc2ccccc2O1)c1ccccc1F (stereo not given)	4%	.	1%	.	-2%	-21%	4%	0%	1%	-11%	-3%
COc1cccc(OC)c1OC(=O)/C=C/c1ccc(C)o1	-3%	8%	-3%	-21	0%	17%	4%	?	?	-3%	-3%
Cc1ccc(C)c(NC(=S)N(C)C)c1	1%	-6%	6%	-6	-3%	14%	17%	1%	-4%	-11%	0%
CC1(c2cccc(Br)c2)NC(=O)N(CC(=O)NCC2CCCO2)C1=O (stereo not given)	14%	-4%	5%	-4	-1%	-19%	12%	-2%	5%	-8%	-2%
CCOC(=O)CN1C(=O)C(CC)Oc2ccc(Cl)cc21 (stereo not given)	11%	0%	-2%	-2	-2%	-11%[7.66 µM]	-1%	-10%	?	-2%	.
CCC1CCCCN1CCCNC(=O)CCNC(=O)Cn1cnc2ccccc2c1=O (stereo not given)	7%	-1%	25%	-12	0%	1%	0%	1%	-3%	3%	10%
CN(C)S(=O)(=O)N(CC(=O)Nc1ccc2ccccc2c1)c1ccccc1	-3%	12%	-13%	-7	-2%	-20%	2%	23µM*	?	2%	-1%[46.1 µM]
CCN(CC)CCCN1C(=O)C(=O)/C(=C(/O)c2ccc3c(c2)OCCO3)C1c1ccco1 (stereo not given)	-12%	4%	-2%	6	-2%	-3%[7.66 µM]	8%	?	-2%	-7%	-3%
CC(C)C[C@H](NC(=O)NCCC1=CCCCC1)C(=O)O	0%	2%	2%	7	0%	30%	6%	0%	-2%	6%	-2%
CN1CCN(S(=O)(=O)c2ccc(NC(=O)c3cccc(F)c3)cc2)CC1	-1%	-2%	4%	13	-1%	0%	14%	11%	2%	2%	.
CCC1Oc2ccccc2N(CC(=O)NCCN2CCCC2)C1=O (stereo not given)	-10%	-1%	4%	4	-1%	-8%	3%	17%	0%	-5%	7%
CCCCOc1ccc(C(=O)Nc2cc(C)c(OCC(=O)N3CCOCC3)c(C)c2)cc1	.	5%	0%	-13	-11%	-31%	-4%	?	?	-4%	-2%[46.1 µM]
COc1ccc(CCNC(=O)CSc2nc(O)cc(=O)[nH]2)cc1OC	-3%	-7%	0%	0	0%	14%	7%	-7%	-1%	2%	-1%
Cc1nc2cc(NCc3ccccc3O)ccc2n1Cc1ccccc1	-3%	5%	-5%	28	-2%	-20%	-3%	?	?	-17%	4%
CCCCC(=O)Nc1cccc(-c2nn3c(C)nnc3s2)c1	3%	16%	-3%	-1	-11%	-7%	4%	?	-16%	3%	.
O=C(Nc1ccccc1C(=O)N1CCN(c2cccc(Cl)c2)CC1)C1=CSCCO1	2%	35µM*	1%	-132*	-6%	1%	-6%	?	2%	-30%	-2%
O=C(O)Cc1sc(N/N=C\c2ccncc2)nc1-c1ccccc1	67%	-1%	-6%	-4	3%	-16%	26%	4%	?	1%	0%
C(=N/Nc1nc(-c2ccccc2)cc(-c2ccccc2)n1)/c1cccnc1	0%	?	-1%	111	-1%	?	0%	?	?	-2%	3%[46.1 µM]
CCOC(=O)CCC(=O)N1CCOCCOCCOCC1	.	-1%	0%	.	-3%	-7%	-18%	-2%	7%	4%	9%
CC(Oc1cc2oc(=O)c3c(c2cc1Cl)CCC3)C(=O)NCc1ccncc1 (stereo not given)	30%	-6%	5%	-2	-5%	0%	-6%	?	8%	-4%	-9%
CCCN1CCC(NC(=O)CCc2nnc(Cc3cc(OC)ccc3OC)o2)CC1	-2%	12%	0%	-7	0%	8%	-8%	14%	2%	0%	-4%
CC1CCN(C(=O)Cn2cc(C#N)c3ccccc32)CC1	.	-1%	1%	-5	-3%	9%	0%	1%	11%	-4%	-3%[46.1 µM]
COc1ccc2c(c1)CC/C2=N\OC(=O)c1ccccc1C	11%	5%[9.22 µM]	4%	-17	-6%	?	-5%	?	?	0%	-8%
Cc1ccsc1C(=O)N1CCN(c2ccccn2)CC1	-5%	1%	-1%	13	-4%	?	1%	-8%	3%	-2%	.
O=C(Cn1c(SCc2ccccc2)nc2ccccc21)N1CCOCC1	9%	-2%	5%	-9	-4%	-15%	11%	?	6%	5%	-2%
COCCN1CC(CNC(=O)c2cc(COc3ccc(C)c(C)c3)on2)CC1=O (stereo not given)	0%	4%	3%	0	-12%	-24%	-2%	?	-20%	-3%	-3%
Cc1nn2cnc3sc4c(c3c2nc1=O)CCCC4	-1%	8%	-3%	-1	-6%	0%	4%	3%	19%	-2%	9%[46.1 µM]
CC1SC2(NC1=O)C1CC3CC(C1)CC2C3 (stereo not given)	4%	-20%	-1%	11	-11%	-25%	-3%	11%	?	-1%	-3%
CC(=O)c1c(C)nc2cc(Cl)ccc2c1N	-6%	5%	4%	-5	4%	3%	6%	3%	3%	0%	7%
O=C(CS(=O)c1ccc(F)cc1)N1CCOCC1 (stereo not given)	-11%	-7%	1%	19	0%	0%	0%	-9%	1%	0%	1%

Whole records as entered above. Order of screens: A-T KAP1 phos	Mito fusion act	ASM inhibitor	TSHR antag	PTAP TSG101 blk	Integrin act MD	Eya2 phos inh	ELG1 repair inh	Chronic BCR inh	Tb PFK inh	TCR act
O=C(Cn1c(SCc2ccccc2)nc2ccccc21)N1CCOCC1 as listed: 9%	-2%	5%	-9	-4%	-15%	11%	?	6%	5%	-2%
CC1SC2(NC1=O)C1CC3CC(C1)CC2C3 (stereo not given) as listed: 4%	-20%	-1%	11	-11%	-25%	-3%	11%	?	-1%	-3%
CCCN1CCC(NC(=O)CCc2nnc(Cc3cc(OC)ccc3OC)o2)CC1 as listed: -2%	12%	0%	-7	0%	8%	-8%	14%	2%	0%	-4%
COc1ccc2c(c1)CC/C2=N\OC(=O)c1ccccc1C as listed: 11%	5%[9.22 µM]	4%	-17	-6%	?	-5%	?	?	0%	-8%

Next entries follow:
SMILES	A-T KAP1 phos	Mito fusion act	ASM inhibitor	TSHR antag	PTAP TSG101 blk	Integrin act MD	Eya2 phos inh	ELG1 repair inh	Chronic BCR inh	Tb PFK inh	TCR act
COc1ccc(C(=O)n2nc(C)c(Br)c2C)cc1	.	1%	-3%	6	3%	18%	9%	7%	1%	3%	0%
CC(=O)N1CCN(Cc2nc3cc(NC(=O)COc4cccc(C)c4)ccc3n2C)CC1	3%	2%	-1%	-1	-3%	-36%	-28%	-2%	10%	-1%	-1%
O=C(COc1cccc2c1CCN(Cc1ccc(Cl)cc1)C2=O)N1CCOCC1	4%	-5%	2%	-12	1%	18%	8%	12µM*	?	-1%	-9%
Oc1ccccc1CN1CCCC(N2CCc3ccccc3C2)C1 (stereo not given)	-5%	0%	2%	6	-5%	-5%	3%	?	8%	-4%	0%
COc1cccc(/C=C/C(=O)OCC(=O)Nc2ccc(Cl)cn2)c1	-5%	-1%	.	4	.	.	2%	-13%	-2%	-1%	.
COc1ccc(C(=O)NC2CCCc3c2cnn3-c2ccc(C)c(C)c2)c(OC)c1OC (stereo not given)	11%	-5%	5%	-3	-3%	0%	-4%	18µM*	-10%	-3%	-9%
COc1ccc(-c2coc3c(CN4CCCCC4)c(O)c(CN4CCCCC4)c(O)c3c2=O)cc1	-7%	-3%	.	25	.	.	-12%	0%	4%	?	.
